14-3-3 PPI = modulators of 14-3-3 gamma protein binding, primary screen, biochemical, fluorescence polarization. FP, 14-3-3gamma / TMR-pS259-Raf peptide binding. hit rate 0.19% among 160,000. inhibition, % at 40 µM; in the data active = inhibition above about 30%;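 also: 0% = protein plus tracer without compound and 100% = blank with tracer alone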
Target sequence (P61981 whole entry, looked up): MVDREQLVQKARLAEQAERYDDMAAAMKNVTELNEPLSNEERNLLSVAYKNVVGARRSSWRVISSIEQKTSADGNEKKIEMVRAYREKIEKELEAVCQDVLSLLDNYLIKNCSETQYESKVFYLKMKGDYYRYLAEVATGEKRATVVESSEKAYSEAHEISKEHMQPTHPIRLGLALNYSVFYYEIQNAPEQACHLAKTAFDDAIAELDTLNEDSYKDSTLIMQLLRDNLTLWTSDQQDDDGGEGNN
Numbers without * were called inactive; & = joins results of further samples.

smiles,14-3-3 PPI
O=c1oc2ccc(O)cc2c2c1NCCC2,-7
Cc1cc(C)c(S(=O)(=O)Nc2ncccn2)c(C)c1,5
O=C1CCc2cc(S(=O)(=O)N3CCN(Cc4ccc5c(c4)OCO5)CC3)ccc2N1,-10&-42
O=C(c1ccc(Br)o1)N1CCN=C1SCc1cccc(F)c1,2
Cc1ccc(N2C(=O)Nc3ccccc3C2(O)C(=O)N2CCN(c3cccc(C(F)(F)F)c3)CC2)cc1C (stereo not given),-1
CCc1ccc(OCCCC(=O)Nc2ccc3c(c2)OCCO3)cc1,-2
CC(C)CCN1CCNC(=O)C1CC(=O)Nc1ccc(F)cc1 (stereo not given),2
CN(Cc1ccccc1)C(=O)CNC(=O)Cn1cnc2ccccc2c1=O,-10
COc1ccc(N2CCN(CCNC(=O)CCN3C(=O)COc4ccccc43)CC2)cc1,-8
CCOC(=O)C1CCN(C(=O)c2ccc(Cl)c(Cl)c2)CC1,2
O=C(NCc1ccc2c(c1)OCO2)NC12CC3CC(CC(C3)C1)C2,0
N=C1c2ccccc2CN1CC(=O)c1ccc2c(c1)OCCO2,-7
C=CCNC(=O)Nc1ccc2oc(C)nc2c1,-11
CN(C)c1nc(OCCOC(=O)COc2ccc(Cl)cc2Cl)nc(N(C)C)n1,-2
CC1CC(C)CN(C(=O)CNS(=O)(=O)c2ccc(Br)s2)C1 (stereo not given),-2
O=C(c1ccc2c(=O)n(CCc3ccccc3)c(=S)[nH]c2c1)N1CCCC1,4
CCn1c(SCC(=O)Nc2ccc(OC)cc2)nnc1-c1cccnc1,-1
O=C(C1CCCO1)N(c1cccc(Cl)c1)C1C=CS(=O)(=O)C1 (stereo not given),6
CCOC(=O)n1c(=O)oc2cc(S(=O)(=O)N3CCCCC3)ccc21,-4
COC(=O)c1ccc(C(=O)Nc2ccccc2-c2nc3ccccc3[nH]2)cc1,0
O=C(COc1ccc(Br)cc1)NCc1ccco1,-1
C=CCN1C(=O)C(Cc2ccc(SC(F)F)cc2)SC1=Nc1ccc(C(=O)O)cc1 (stereo not given),15
COc1ccc(-c2csc(-c3cc4cc([N+](=O)[O-])ccc4oc3=O)n2)cc1,-5
CCC(C)Nc1nc2c(c(=O)n(C)c(=O)n2C)n1C(C)C (stereo not given),-4
O=C(CSc1ncn[nH]1)NCCOc1ccccc1,-3&0
COc1ccc(-c2n[nH]c3c2C(c2ccccc2OC)N(c2ccc(Br)cc2)C3=O)cc1 (stereo not given),3
CC(=O)c1ccc(NC(=O)C(CC(C)C)N2C(=O)c3ccccc3C2=O)cc1 (stereo not given),-4
COc1ccc(NC(=O)C(NC(=O)CC2NC(=O)NC2=O)c2ccccc2)cc1 (stereo not given),2
Cc1ccc2c(c1)N(CCC(=O)NCc1cccnc1)C(=O)C(C)O2 (stereo not given),-1
CCCCC(=O)N1CCc2cc(OC)c(OC)cc2C1COc1cccc(C(F)(F)F)c1 (stereo not given),-6
Cc1cccc(NC(=O)CCN2CCCC2)c1,-7
CCc1c(C)c(C#N)c2nc3ccccc3n2c1N1CCN(C2CCCC2)CC1,-2
O=C(O)c1ccc(CSc2nc3ccccc3o2)cc1,-7
COc1cc(OC)cc(C(=O)N2CCN(Cc3c[nH]c4ccccc34)CC2)c1,-12
CCn1c(=O)cc(OCC(=O)NCC2CCCO2)c2ccccc21 (stereo not given),-2
Cc1ccc(Nc2ncnc3[nH]ncc23)cc1,-6
O=C(Oc1ccc(N(Cc2cccs2)C2=NS(=O)(=O)c3ccccc32)cc1)c1ccco1,-11
CCOc1ccc(NC(=O)C2c3cc(OC)c(OC)cc3C(=O)N(C)C2c2cccs2)cc1 (stereo not given),-1
CC12CCC(C(=O)N3CCCc4ccccc43)(CC1=O)C2(C)C (stereo not given),-3&-11
O=C(NCc1ccco1)c1cc(-c2ccc(Br)cc2)on1,-65
O=C(Nc1ccccc1C(F)(F)F)N1CCCC(O)C1 (stereo not given),-7
O=C(Nc1nnc(N=Cc2ccccc2)s1)c1cccc([N+](=O)[O-])c1,-5
COc1ccc(COC(=O)C2=C(C)NC3=C(C(=O)CC(c4cccs4)C3)C2c2coc3ccc(C)cc3c2=O)cc1 (stereo not given),-18
CCCOc1ccc(C(=O)Nc2ccc3oc(-c4cccnc4)nc3c2)cc1,-140
CCOC(=O)C1C(=O)NC(N2CCOCC2)=NC1c1ccco1 (stereo not given),2
CCOC(=O)c1c(C)cc(C)[nH]c1=O,-4
O=C(COc1ccc2c(=O)c(Oc3ccccc3Br)coc2c1)OC1CCCCC1,-18
CC1(C)CC(=O)C=C(NCCN2CCN(C(=O)Nc3ccccc3)CC2)C1,-4
COc1ccc(S(=O)(=O)n2nc(-c3cc(OC)c(OC)c(OC)c3)cc2N)cc1OC,-5
O=C(NCCc1ccc(Cl)cc1)c1ccc2c(=O)n(-c3ccccc3)c(=O)[nH]c2c1,5

(list continues)
smiles,14-3-3 PPI
COc1ccc(-n2nc3cc(C)c(NC(=O)c4ccc(Cl)c([N+](=O)[O-])c4)cc3n2)cc1,-9
O=C(Nc1ccc(OCc2ccccc2)cc1)C1CCN(S(=O)(=O)c2ccccc2)CC1,7
O=C(NCCNc1ccc([N+](=O)[O-])cc1)c1ccccc1Br,-20
O=C(CNC(=O)c1cccs1)NCc1ccco1,-8
c1ccc(Nc2nc(-c3cc4ccccc4o3)cs2)cc1,-3
CCN(CC)S(=O)(=O)c1ccc2c(c1)c(=O)c(C(=O)N1CCCCC1)cn2C,-3
O=C(NCc1cccs1)c1nn2cccnc2c1Cl,-5
O=C(Cn1c(=O)c2sccc2n(Cc2ccc([N+](=O)[O-])cc2)c1=O)NCCc1ccccc1,-8
CC(=O)Oc1ccc(OC(C)=O)c(C2=C3C(=O)N(CCc4ccccc4)CC(=O)N3CCC2)c1,-2
CC(=O)c1ccc(NC(=O)C2CCC(C)(C(=O)O)C2(C)C)cc1 (stereo not given),3&1
O=C(CSc1nnc(C2COc3ccccc3O2)o1)N1CCc2ccccc21 (stereo not given),-8
CCCOC(=O)C1=C(C)NC2=C(C(=O)CC(c3cccs3)C2)C1c1cc(OC)c(O)c([N+](=O)[O-])c1 (stereo not given),-5
COc1ccc(S(=O)(=O)N(Cc2ccccc2)Cc2nc3ccccc3c(=O)[nH]2)cc1,0
CCn1c(=O)cc(OCC(=O)N2CCc3ccccc32)c2ccccc21,-1
COc1ccc(N(C(C)=O)C2C=CS(=O)(=O)C2)c(OC)c1 (stereo not given),-9
CC1CCCN(Cc2cn3c(-c4ccc(Br)cc4)nnc3s2)C1 (stereo not given),-10
O=C(NCCn1ccc2ccccc21)C12CC3CC(CC(C3)C1)C2,0
COc1cc(C(=O)Nc2cccc(C)n2)cc(OC)c1OC,2
Clc1ccc(-c2nc3ccccc3[nH]2)cc1,-6
Clc1ccc(Cc2noc(-c3cccs3)n2)cc1,-5
CCOC(=O)c1ccc(NC(=O)c2c(C)[nH]c(C(=O)OCC)c2C)cc1,4
Cn1c(NC(=O)c2cc(Cl)ccc2Cl)cc(=O)n(C)c1=O,-5
Cc1cccc(N2C(=O)NC3CC2(C)Oc2ccccc23)c1C (stereo not given),2
O=C(CCCCCN1C(=O)C2C3C=CC(C3)C2C1=O)Nc1nccs1 (stereo not given),-7
COCCN1Cc2cccc(C(=O)Nc3ccc(S(=O)(=O)N4CCCCC4)cc3)c2C1=O,-5
COc1ccc(N2CCN(C(=O)CCCC3=NS(=O)(=O)c4ccccc4N3)CC2)cc1,-18
CCOC(=O)c1ccccc1NC(=O)c1cnccn1,-12
CCN1CCCC1Cn1cnc2c([nH]c3ccc(Cl)cc32)c1=O (stereo not given),-13
Cc1ccc(NC(=O)c2ccccc2C(=O)O)cc1Cl,1
O=C(c1nn2c(C(F)(F)F)cc(-c3ccccc3)nc2c1Cl)N1CCc2ccccc2C1,-8
OC(CN1C2=NCCCN2c2ccccc21)c1ccc(Cl)cc1 (stereo not given),-5&-17
COc1ccc(C(C(=O)NC2CCCCC2)N2CC(C)CC(C)C2)cc1 (stereo not given),-29
CCC(Sc1nc(C)cc(C)n1)C(=O)O (stereo not given),-2
CC(C)OC(=O)c1sc2nc3c(cc2c1N)C(=O)CCC3,-1
OCCCn1c(-c2ccc(Br)cc2)csc1=Nc1cccc(C(F)(F)F)c1,-3
CCN(CC)C(=O)c1cccn2c(=O)c3cc(Cl)ccc3nc12,-6
CC(=O)Nc1ccc(S(=O)(=O)N2CCN(C(=O)N3CCCCCC3)CC2)cc1,10
CC(=O)NCCn1c(SCC(=O)Nc2ccc(C)c(C)c2)nc2ccccc2c1=O,1
C/C(=N\O)C(=O)NCc1ccccn1,5
CC(OC(=O)c1ccc(NC(=O)Cc2ccccc2)cc1)C(=O)c1ccccc1 (stereo not given),2
COc1ccc(C(=O)Nc2ccc(Cl)c(-c3nc4ccccc4o3)c2)cc1,-303
C=C(Cl)COc1ccc2c(C)cc(=O)oc2c1,1
CC1(C)CC(=O)C2=C(C1)Nc1ccc3ncccc3c1C2c1ccccc1Cl (stereo not given),3
Cc1cc([N+](=O)[O-])ccc1NC(=O)c1ccc(I)cc1,-12
O=C(Nc1ccc(Cl)cc1)C1CC(=O)N(CCO)C(=Nc2ccccc2)S1 (stereo not given),3
CCC(=O)N1c2ccccc2N(S(=O)(=O)c2ccc(C)cc2)C1c1ccc(N(C)C)cc1 (stereo not given),0
O=S(=O)(c1ccc(-c2csc(=Nc3ccccc3)n2Cc2ccc3c(c2)OCO3)cc1)N1CCCC1,-23
CC(C)NCC(O)Cn1c2c(c3ccccc31)CCCC2=O (stereo not given),-5
CCOC(=O)COc1ccc(C=Nc2c(C)n(C)n(-c3ccccc3)c2=O)cc1OC,-9
CCc1oc(C(=O)O)cc1COC,-1

Nothing new here: entries from further up.
smiles,14-3-3 PPI
O=C(Nc1ccc(Cl)cc1)C1CC(=O)N(CCO)C(=Nc2ccccc2)S1 (stereo not given),3
CCC(=O)N1c2ccccc2N(S(=O)(=O)c2ccc(C)cc2)C1c1ccc(N(C)C)cc1 (stereo not given),0
O=S(=O)(c1ccc(-c2csc(=Nc3ccccc3)n2Cc2ccc3c(c2)OCO3)cc1)N1CCCC1,-23
CC(C)NCC(O)Cn1c2c(c3ccccc31)CCCC2=O (stereo not given),-5
CCOC(=O)COc1ccc(C=Nc2c(C)n(C)n(-c3ccccc3)c2=O)cc1OC,-9
CCc1oc(C(=O)O)cc1COC,-1

The list continues.
smiles,14-3-3 PPI
CCOc1ccccc1C(=O)Nc1ccccn1,2
Cc1cc(=S)n(-c2ccccc2)n1C,-17
Cc1ccc(-c2csc3ncn(/N=C/N(C)C)c(=O)c23)o1,1
COc1ccccc1N(CC(=O)NC(C)c1ccccc1)S(=O)(=O)c1ccc(C)cc1 (stereo not given),-1
Cc1nc2sc(C(c3ccccc3)N3CC(C)OC(C)C3)c(O)n2n1 (stereo not given),-10
COc1ccc(OC)c(NC(=O)CSc2nnc(-c3ccco3)n2-c2ccccc2)c1,-1
O=C(c1cnn2c(C(F)(F)F)cc(-c3ccco3)nc12)N1CCc2ccccc2C1,-7&5
C=CCn1c(N2C(=O)CC(Cc3ccccc3)C2=O)nc2ccccc21 (stereo not given),-8
Cc1ccc(S(=O)(=O)N2CCN(C(=O)CCC(=O)NC3CCCc4ccccc43)CC2)cc1 (stereo not given),-3
NS(=O)(=O)c1csc(C(=O)O)c1,-1
O=C(c1ccc2c(c1)OCO2)N1CCCc2ccccc21,1
CCOC(=O)CSc1nnc(Cn2c(=O)sc3ccccc32)n1C,0
NC(=O)C1CCN(C(=O)C2CCN(S(=O)(=O)N3CCOCC3)CC2)CC1,-1
Cc1cccc(N(CC(=O)NC(C)c2ccccc2)S(=O)(=O)c2ccccc2)c1C (stereo not given),-7
Cn1cc(C(=O)N2CCN(c3ccccc3)CC2)c2ccccc2c1=O,-3
CSc1nsc(SCC(=O)Nc2ccccn2)n1,-11
Cc1ccc(C)n1-c1ccncc1,-4&-8
CN1CCN(C(=O)c2cc3c(n(-c4ccc(Cl)cc4)c2=O)CCCC3=O)CC1,-10
CCC(=O)N1c2ccc(S(=O)(=O)CCC(=O)Nc3ccc(Cl)cc3)cc2CC1C (stereo not given),-11
COc1ccc(CNS(=O)(=O)c2ccc(F)c(C(=O)Nc3ccc(C(F)(F)F)cc3)c2)cc1,-3
CCCOc1ccccc1C1C(C(=O)OCC)=C(C)NC2=C1C(=O)CCC2 (stereo not given),-1
O=c1oc2ccccc2c2c1nc(C(F)(F)F)n2-c1ccccc1,15
COc1ccc(CNC(=O)C2CCN(C(=O)N(C)C)CC2)cc1,-1
CCCSc1nnc2c(n1)OC(C=Cc1cccs1)Nc1ccccc1-2 (stereo not given),-64
O=C(CSc1cccc2cccnc12)Nc1ccc(OC(F)(F)F)cc1,1
CCOC(=O)CSc1nnc(CNC(=O)c2cccc(C)c2)n1-c1ccccc1OC,-1
CCOC(=O)C1CCCN(C(=O)Cn2sc3nc(C)cc(C)c3c2=O)C1 (stereo not given),-3
Cc1cccc(CCNS(=O)(=O)c2c(C)n[nH]c2C)c1,-6

A different layout for part of the listing above:
O=C(Nc1ccc(OCc2ccccc2)cc1)C1CCN(S(=O)(=O)c2ccccc2)CC1
  14-3-3 PPI: 7

O=C(NCCNc1ccc([N+](=O)[O-])cc1)c1ccccc1Br
  14-3-3 PPI: -20

O=C(CNC(=O)c1cccs1)NCc1ccco1
  14-3-3 PPI: -8

c1ccc(Nc2nc(-c3cc4ccccc4o3)cs2)cc1
  14-3-3 PPI: -3

These rows are one share of the data; rates above refer to the full screens.
